# Screens deposited in PubChem by Southern Research Specialized Biocontainment Screening Center.
# influenza NS1A: H1N1 influenza NS1A inhibitors, functional cell based assay (AID 504329); NS1A functional cell-based assay, percent inhibition; higher % means a stronger effect; one-dose inhibition, % at 12.5 µM; IC50 in µM for titrated hits; actives 0.3% (n = 340,000); in the data active = a potency from the dose series; inconclusive = inhibition above about 27% without an active follow-up result; also: strong numbers were not always called active
# VEEV TC-83 Vero: inhibitors of VEEV TC-83 cytopathic effect, confirmation, Vero cells (AID 588727); Vero cells, VEEV TC-83 cytopathic effect inhibition; higher % means a stronger effect; inhibition, % at 20 µM; hits with a dose series show IC50 in µM; actives 0.13% (n = 350,000); in the data active = a potency from the dose series; inconclusive = inhibition mostly from about 14% at the one dose, without a potency; inactive = the rest, 99 in 100 with inhibition below about 12%; also: strong numbers were not always called active
# tuberculosis growth: growth inhibition of non-replicating M. tuberculosis (AID 488890) | Mycobacterium tuberculosis non-replicating, growth inhibition; higher % means a stronger effect | one-dose inhibition, % at 25 µM; IC50 in µM for titrated hits | actives 0.39% (n = 320,000); in the data active = a potency from the dose series; inconclusive = inhibition mostly from about 82% at the one dose, without a potency; inactive = the rest, 99 in 100 with inhibition below about 76%;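 also: plate controls were DMSO cells for no effect and high antibiotic wells for full effect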
# H37Rv inhibition: M. tuberculosis growth inhibition, HTS (AID 449762); M. tuberculosis H37Rv growth inhibition, 7H9 media; higher % means a stronger effect; inhibition, % at 25 µM, or IC50 in µM where a hit was titrated; actives 0.59% (n = 330,000); in the data active = a potency from the dose series; inconclusive = inhibition above about 70% without an active follow-up result;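 also: bacterial growth assessed after seven days of incubation; strong numbers were not always called active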
# Salmonella PhoP GFP: PhoP regulon inhibitors, Salmonella typhi PhoP promoter GFP reporter, confirmatory (AID 1850) | Salmonella Typhi PhoP-promoter GFP reporter, fluorescence, 4 h; higher % means a stronger effect | inhibition, % at 50 µM, or IC50 in µM where a hit was titrated | actives 0.33% (n = 310,000); in the data active = a potency from the dose series; inconclusive = inhibition mostly from about 25% at the one dose, without a potency; inactive = the rest, 99 in 100 with inhibition below about 19%;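 also: 0% = induced wells with vehicle and 100% = uninduced wells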
# VEEV TC-83 Vero 10K pilot screen: further read-out of VEEV TC-83 Vero, marked with its call; inhibition, %; measured here: 10K pilot screen inhibition
# The depositor's hits bear a star; i = inactive; ? = inconclusive; . = not tested or not shown.
SMILES,influenza NS1A,VEEV TC-83 Vero,tuberculosis growth,H37Rv inhibition,Salmonella PhoP GFP,others
O=C(c1ccco1)N1CCN(C(=O)c2cccs2)CC1,3%,i,-7%,0%,3%,
O=C(Nc1ccncc1)Nc1ccncc1,2%,0.2%,-3%,4%,0%,
CCCCN=C[C@]12CCC(O)CC1(O)CCC1[C@@H]2CC[C@]2(C)[C@H](C3C=CC(=O)O3)CCC12O (stereo partly specified),-4%,<0.05µM*,11%,-7%,6%,
Nc1nnc(COc2ccccc2)s1,-1%,6.0%,-5%,-1%,-9%,
O=C1OCCN1c1c(-c2ccccc2)c(-c2cccs2)nc2c(-c3ccccc3)cccc12,-4%,5.0%,36%,0%,-4%,
COc1ccc2c(c1)Cc1sc(NC(=O)c3ccco3)nc1-2,18%,4.9%,54%,2%,4%,
COc1ccccc1OCCNc1cc(N2CCCCC2)ccc1[N+](=O)[O-],6%,0.8%,-2%,4%,-4%,
CC(=O)c1ccc(NS(=O)(=O)Cc2ccccc2)cc1,-2%,0.7%,15%,-9%,7%,
O=C(Nc1ccccc1)c1cc(S(=O)(=O)N2CCCCC2)ccc1N1CCOCC1,-2%,1.4%,13%,4%,.,
Nc1ncnc(Nc2ccc(F)c(Cl)c2)n1,1%,6.5%,6%,11%,-8%,
CSc1ccc(C2C3(C#N)C(N)=NC4(OCCO4)C23C#N)cc1 (stereo unspecified),6%,1.1%,-5%,2%,2%,VEEV TC-83 Vero 10K pilot screen=1.6
COc1ccc(CNC(=O)CN(Cc2ccc(F)cc2)C(=O)c2csnn2)cc1,2%,1.3%,-4%,5%,7%,
Cc1ccc(Cn2ncc3c(NCCCN4CCOCC4)ncnc32)cc1,17%,0.1%,14%,-4%,5%,
COc1cccc(C2=NO[C@@H]3C(=O)N(c4ccc5c(c4)OCCO5)C(=O)[C@H]23)c1OC,5%,1.5%,-2%,-4%,-1%,
CCN1C(=O)/C(=C/C=C2/Sc3ccc4ccccc4c3N2CCO)SC1=S,-6%,i,8%,1%,-7%,VEEV TC-83 Vero 10K pilot screen=0.7
CN(C)c1ccc(C2Nc3ccccc3C(=O)N2CCCN2CCOCC2)cc1 (stereo unspecified),10%,1.5%,0%,-7%,-4%,
Cc1ccccc1OCc1nc2ccccc2c(=O)n1NC(=O)c1ccco1,-2%,1.3%,10%,5%,10%,
CC1CC1C(=O)N(C)CC(=O)Nc1ccccc1Br (stereo unspecified),-12%,0.9%,6%,-3%,.,
CCCCn1c(Cc2ccccc2)nnc1SCC(=O)N1CCOCC1,-9%,0.9%,2%,-3%,7%,
CCOC(=O)CC1C(=O)NCCN1C(=O)c1c(Cl)cccc1Cl (stereo unspecified),-20%,i,-3%,-3%,-3%,
O=C(Cn1c(C(F)(F)F)nc2ccccc21)OCC(=O)c1c[nH]c2ccccc12,-4%,0.7%,61%,4%,10%,
CC(Sc1nnc(-c2ccco2)n1C)C(=O)N1C(C)CCCC1C (stereo unspecified),-7%,0.7%,5%,-27%,-10%,
O=C(O)C1=C[C@@H](c2ccc(C(F)(F)F)cc2)C[C@@H](OCCCCO)O1,-12%,0.3%,4%,3%,0%,
O=C(CN1CCOCC1)Nc1ncc(Cc2cccc(Cl)c2Cl)s1,-3%,i,29%,17%,5%,
CCNC(=O)N1c2ccc(OC)cc2C(C)=CC1(C)C,2%,1.5%,41%,0%,-13%,
# (cont.)
SMILES,influenza NS1A,VEEV TC-83 Vero,tuberculosis growth,H37Rv inhibition,Salmonella PhoP GFP,others
O=C(NC1CCCC1)C(c1ccco1)N(C(=O)c1csnn1)c1ccccc1 (stereo unspecified),-6%,0.5%,-3%,-5%,5%,
CSc1ccc(/C=N/NC(=O)CN2CCN(Cc3ccccc3)CC2)cc1,-3%,2.4%,0%,2%,-8%,
COc1cccc(NC(=S)N(CCCN2CCCC(C)C2)Cc2cccs2)c1 (stereo unspecified),-1%,i,28%,-1%,-8%,
COc1ccc(CCc2ccnc3ccccc23)cc1,-17%,0.8%,.,.,.,
CCn1nc(C)c(CN2CCC(C(=O)Nc3cccc(-c4cccc(Cl)c4)c3)CC2)c1C,5%,i,45%,15%,-1%,
Cc1cnc(C(=O)NC2CC(C)(C)Cc3c2cnn3-c2ccccc2)cn1 (stereo unspecified),-7%,1.6%,-3%,-4%,-10%,
CCN1CCCC1CNC(=O)CS(=O)(=O)Cc1nc(-c2ccccc2C)oc1C (stereo unspecified),-2%,i,13%,0%,5%,
COc1ccccc1NC(=O)COc1ccc(Br)cc1CO,0%,3.1%,-4%,14%,8%,
CCOC(=O)c1c(C)[nH]c(C)c1S(=O)(=O)N(C)CC(=O)Nc1cc(C)ccc1OC,-2%,6.4%,8%,-11%,3%,
CC(OC(=O)CCSc1ccccc1)C(=O)Nc1ccc(S(N)(=O)=O)cc1 (stereo unspecified),-10%,1.9%,6%,6%,3%,
CC(C)N(C(=O)CSc1nc2ccccc2n1Cc1ccccc1)C(C)C,5%,1.2%,-3%,-12%,-5%,
Cc1ccc(S(=O)(=O)N2CCCCC2C(=O)Nc2ccc(N(C)C)cc2)cc1 (stereo unspecified),7%,0.2%,.,-4%,.,
CCOCCCn1c(=O)c(NC(=O)c2ccc(OCC)cc2)c2n(c1=S)CCCCC2,3%,0.4%,-4%,-6%,-4%,
COc1ccccc1CN(C)C(=O)c1cccc(S(=O)(=O)N2CCN(Cc3ccccc3)CC2)c1,1%,3.6%,2%,-3%,-5%,
Cc1cc(C)cc(NC(=O)Nc2ccccc2N2CCCCC2)c1,-1%,i,-11%,4%,-4%,
CC1CCCN(S(=O)(=O)c2ccc3c(c2)c(=O)nc2ccc(Cl)cn23)C1 (stereo unspecified),-7%,1.4%,7%,1%,1%,
O=c1c2cc(Br)ccc2nc(-c2cccc(C(F)(F)F)c2)n1O,-23%,13%,0.43µM*,?,3%,
O=S(=O)(/N=C(/Nc1ccccc1)C(F)(F)F)c1ccccc1,-5%,0.4%,2%,8%,-4%,
CS(=O)(=O)Nc1cccc(C2=NN(C(=O)c3ccco3)C(c3ccco3)C2)c1 (stereo unspecified),-2%,7.2%,-7%,0%,-5%,
CC1=C(/C=C/c2ccccc2)CCN(C)C1,3%,0.8%,2%,-4%,2%,
Cc1cc(N/C=C(\C#N)S(=O)(=O)c2ccccc2Cl)nc(C)n1,7%,i,-16%,-5%,-1%,
COc1ccc(S(=O)(=O)N2CCN(Cc3cc(OC)c(OC)c(OC)c3)CC2)cc1,-4%,i,-7%,8%,0%,
COC(=O)C(C)Oc1ccc(Cl)c(CN2OCC(C)(C)C2=O)c1 (stereo unspecified),-1%,i,58%,-12%,3%,
CN(CC(=O)Nc1ccccc1C(F)(F)F)C(=O)C1=COCCO1,-7%,0.6%,60%,4%,0%,
O=c1[nH]c2c(cnn2-c2ccc(Cl)cc2)c(=O)n1-c1cccc(Cl)c1,2%,i,63%,2%,-9%,

# Next part, overlapping the part above by 2 compounds.
SMILES,influenza NS1A,VEEV TC-83 Vero,tuberculosis growth,H37Rv inhibition,Salmonella PhoP GFP,others
CN(CC(=O)Nc1ccccc1C(F)(F)F)C(=O)C1=COCCO1,-7%,0.6%,60%,4%,0%,
O=c1[nH]c2c(cnn2-c2ccc(Cl)cc2)c(=O)n1-c1cccc(Cl)c1,2%,i,63%,2%,-9%,
CC(C)(C(=O)Nc1nccs1)c1ccccc1,6%,1.3%,1%,1%,-5%,
Cc1cc(C)nc(SCCCNCc2ccc(Br)cc2)n1,-2%,i,5%,-13%,17%,
COc1ccc(Br)cc1CNC(=O)CCCc1cn(C)c2ccccc12,0%,8.0%,25%,-9%,13%,
COc1ccc([N+](=O)[O-])cc1C(=O)C(=O)c1ccccc1,1%,0.3%,31%,11%,2%,
CCC(C)NC(=O)c1ccc2nc(Cc3ccc(OC)cc3)oc2c1 (stereo unspecified),-2%,i,29%,6%,-4%,
O=C(/C=C/c1ccc(F)cc1)N1CCc2ccccc2C1,-17%,1.8%,61%,4%,.,
Cn1c(SCc2ccc(C#N)cc2)nnc1-c1ccncc1,-12%,i,6%,1%,5%,
CCOc1ccc2c(c1)c1nnc(SCC(=O)N3CCC(C)CC3)nc1n2C,6%,2.5%,.,.,.,VEEV TC-83 Vero 10K pilot screen=5.6
Cc1cc(C(=O)NNc2ccc(F)cc2F)no1,1%,1.9%,72%,?,-20%,
CNC(=O)C(=O)NCC1OCCCN1S(=O)(=O)c1ccc(F)cc1C (stereo unspecified),13%,0.1%,-3%,-32%,-3%,
Cc1cc2cc(CCNC(=O)c3cccc([N+](=O)[O-])c3)c(=O)[nH]c2cc1C,-3%,9.3%,32%,22%,-8%,
CCc1ccc(N2C(=O)C(Cl)=C(Nc3ccc(C(=O)N4CCCC4)cc3)C2=O)cc1,1%,2.5%,?,6%,.,
O=C(O)c1ccc(CSc2ncnc3c2cnn3Cc2ccccc2)cc1,-16%,0.9%,27%,-6%,0%,
COc1ccc(-c2ccc3c(c2)S(=O)(=O)c2cccc(C(=O)N4CCN(C5CCCCC5)CC4)c2C3=O)cc1OC,17%,8.2%,49%,6%,.,VEEV TC-83 Vero 10K pilot screen=6.9
CN(C)C=NC(=O)c1cc(C(=O)c2ccc(Cl)cc2Cl)c[nH]1,.,6.2%,4%,5%,34%,
O=C(c1cnn(-c2ccccc2)c1)c1cc(F)ccc1O,0%,7.0%,3%,-3%,1%,
O=C(CNS(=O)(=O)c1ccc(F)cc1)N1CCCC1,.,0.2%,-1%,-6%,9%,
COc1ccccc1NC(=O)N(CCN1CCOCC1)Cc1cc2cc(C)cc(C)c2[nH]c1=O,-1%,8.4%,18%,-1%,3%,

# Entries above that have a CF3 group:
SMILES,influenza NS1A,VEEV TC-83 Vero,tuberculosis growth,H37Rv inhibition,Salmonella PhoP GFP,others
O=C(Cn1c(C(F)(F)F)nc2ccccc21)OCC(=O)c1c[nH]c2ccccc12,-4%,0.7%,61%,4%,10%,
O=C(O)C1=C[C@@H](c2ccc(C(F)(F)F)cc2)C[C@@H](OCCCCO)O1,-12%,0.3%,4%,3%,0%,
O=c1c2cc(Br)ccc2nc(-c2cccc(C(F)(F)F)c2)n1O,-23%,13%,0.43µM*,?,3%,
O=S(=O)(/N=C(/Nc1ccccc1)C(F)(F)F)c1ccccc1,-5%,0.4%,2%,8%,-4%,
CN(CC(=O)Nc1ccccc1C(F)(F)F)C(=O)C1=COCCO1,-7%,0.6%,60%,4%,0%,

# Reprinted from the entries so far for reference:
SMILES,influenza NS1A,VEEV TC-83 Vero,tuberculosis growth,H37Rv inhibition,Salmonella PhoP GFP,others
CCCCn1c(Cc2ccccc2)nnc1SCC(=O)N1CCOCC1,-9%,0.9%,2%,-3%,7%,
CCOC(=O)CC1C(=O)NCCN1C(=O)c1c(Cl)cccc1Cl (stereo unspecified),-20%,i,-3%,-3%,-3%,
O=C(Cn1c(C(F)(F)F)nc2ccccc21)OCC(=O)c1c[nH]c2ccccc12,-4%,0.7%,61%,4%,10%,
CC(Sc1nnc(-c2ccco2)n1C)C(=O)N1C(C)CCCC1C (stereo unspecified),-7%,0.7%,5%,-27%,-10%,
O=C(O)C1=C[C@@H](c2ccc(C(F)(F)F)cc2)C[C@@H](OCCCCO)O1,-12%,0.3%,4%,3%,0%,
O=C(CN1CCOCC1)Nc1ncc(Cc2cccc(Cl)c2Cl)s1,-3%,i,29%,17%,5%,
CCNC(=O)N1c2ccc(OC)cc2C(C)=CC1(C)C,2%,1.5%,41%,0%,-13%,

# Rows were taken by chance; any-hit rate near 1.6%.
